Source: PubChem (National Center for Advancing Translational Sciences (NCATS))
PLK1 PBD inh: blocks phosphopeptide binding to human PLK1 polo-box domain; P53350; Plk1 PBD binding of FITC phosphopeptide, fluorescence polarization; Potency, µM, inactives show max response, negative = inhibition, usual class: inhibitors; 360,000 tested, 2.8% active; AID 720504; note: potency is the fitted concentration of half-maximal effect; series mostly up to about 57 µM; % is set by controls: 0 for no effect and ±100 for the full control effect; nearly all actives have a fitted effect of over 65% in size
Target sequence (P53350 whole entry, looked up, the tested form may be a part): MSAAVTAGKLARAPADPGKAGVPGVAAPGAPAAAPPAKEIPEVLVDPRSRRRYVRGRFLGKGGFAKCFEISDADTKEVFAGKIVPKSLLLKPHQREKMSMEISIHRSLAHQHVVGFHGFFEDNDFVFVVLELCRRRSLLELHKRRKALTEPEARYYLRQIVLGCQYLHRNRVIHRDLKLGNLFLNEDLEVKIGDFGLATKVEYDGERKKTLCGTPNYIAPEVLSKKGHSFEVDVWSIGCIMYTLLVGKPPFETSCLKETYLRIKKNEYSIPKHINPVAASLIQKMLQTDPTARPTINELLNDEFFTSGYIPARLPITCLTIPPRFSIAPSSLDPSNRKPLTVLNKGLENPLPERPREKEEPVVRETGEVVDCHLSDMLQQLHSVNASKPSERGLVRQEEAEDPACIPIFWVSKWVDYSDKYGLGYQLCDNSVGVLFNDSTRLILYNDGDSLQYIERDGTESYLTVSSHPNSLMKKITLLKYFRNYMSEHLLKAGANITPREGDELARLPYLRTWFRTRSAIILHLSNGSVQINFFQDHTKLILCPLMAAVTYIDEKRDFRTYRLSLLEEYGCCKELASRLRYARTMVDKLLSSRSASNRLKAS
EPAC1 antag: blocks human EPAC1 exchange factor; O95398; EPAC1 GEF assay, Rap1b-BODIPY-GDP exchange fluorescence; Potency, µM (series often up to 115 µM), inactives show top-dose activity change, negative = inhibition, actives largely listed as inhibitors; 360,000 tested, 0.14% active; AID 720709;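 note: potency is the fitted concentration of half-maximal effect; plate controls were vehicle for no effect and positive control for full effect; nearly all actives have a fitted effect of over 50% in size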
IL-2 act: activators of IL-2; 360,000 tested, 0.065% active; activation, % (series mostly up to about 46 µM); AID 652025; IL-2 activation reporter assay, cell-based qHTS; stimulated with anti-CD3/CD4/CD28 beads; in transgenic mouse T cells; in the data active = activation above about 50%; inconclusive = mostly about 30% to 49%; note: 0% is about no effect
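EGFP and DsRed fluorescence is measured by plate cytometry in unstimulated transgenic mouse T cells exposed to compound for 60 minutes, then stimulated 18 hours at 37 degrees C with anti-CD3/anti-CD4 beads plus anti-CD28.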
EPAC2 agonist: agonists of human EPAC2 (RAPGEF4) | Q8WZA2 | EPAC2 activation, biochemical qHTS; response scale: 100% = 6.5 mM cAMP response | Potency, µM (highest dose often 154 µM), without a hit: at the highest dose activation, actives largely listed as activators | 360,000 tested, 0.079% active | AID 720711; note: potency is the fitted concentration of half-maximal effect; nearly all actives have a fitted effect of over 50% in size
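Exchange assay: 100 nM EPAC2 with 250 nM Rap1B-BODIPY-GDP and 50 uM GDP. Fluorescence (ex 480/em 540 nm) read every 5 min for 30 min at room temperature. Data normalized to 6.5 mM cAMP as agonist control.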
CCT chaperon mod: changes cytosolic chaperonin activity | activity change, % (test concentration not listed), hits read low | purified chaperonin ATPase assay, HTRF ADP detection, 30 min | 360,000 tested, 0.3% active | AID 651819; in the data active = activity change below about -30%; note: % is set by controls: 0 for no effect and ±100 for the full control effect
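TRiC at 40 or 20 nM final (batch-dependent) in 30 mM Tris pH 7.4, 100 mM KCl, 5 mM MgCl2, 1 mM DTT, with compound at single 76 uM and 10 uM ATP, 30 min at 37 deg C. ADP detected by HTRF Transcreener, 665/615 ratio.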
WRN helicase inh: blocks human WRN helicase. WRN helicase unwinding, fluorescent forked duplex, kinetic. Potency, µM (top dose mostly 114 µM), inactives show at the top dose activity change, negative = inhibition, actives largely listed as inhibitors. 360,000 tested, 0.46% active. AID 651768; note: potency is the fitted concentration of half-maximal effect; % is set by controls: 0 for no effect and ±100 for the full control effect; nearly all actives have a fitted effect of over 55% in size
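Kinetic red-fluorescence monitoring (525/598 nm) tracks WRN helicase activity after 100 nM fluorophore-quencher forked duplex and 2 mM ATP are added to 20 nM enzyme pretreated 15 min at room temperature with compound.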
PI5P4K alpha inh: blocks human PI5P4K alpha kinase activity; AID 652105; 330,000 tested, 1.2% active; P48426; max response, %; PI5P4Kalpha enzyme, ADP-Glo luminescence, 60 min; hits give low values; active = max response of -50% or lower; inconclusive = between -30% and -50%; inactive = -30% or higher; note: value at the top dose of about 77 µM; % is set by controls: 0 for no effect and ±100 for the full control effect
Target sequence (P48426 whole entry, looked up): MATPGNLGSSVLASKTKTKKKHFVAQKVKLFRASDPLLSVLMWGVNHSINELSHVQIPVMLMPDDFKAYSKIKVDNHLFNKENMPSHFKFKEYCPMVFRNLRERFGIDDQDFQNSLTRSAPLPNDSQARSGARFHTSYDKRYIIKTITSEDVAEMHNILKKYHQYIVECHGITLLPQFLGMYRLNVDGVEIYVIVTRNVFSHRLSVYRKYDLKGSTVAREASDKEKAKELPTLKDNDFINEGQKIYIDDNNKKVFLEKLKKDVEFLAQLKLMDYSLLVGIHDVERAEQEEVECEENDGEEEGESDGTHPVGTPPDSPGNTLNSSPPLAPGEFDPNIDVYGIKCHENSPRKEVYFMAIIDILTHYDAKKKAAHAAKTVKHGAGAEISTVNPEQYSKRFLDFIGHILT
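Luminescence from ADP-Glo served as readout of PI5P4Kalpha activity in a qHTS format. Reaction: enzyme, substrate, compound, ATP at 5 microM final, 60 min at RT.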
EPAC1 ag: agonists of human EPAC1; O95398; EPAC1 agonist qHTS, biochemical assay; response scale: 100% = response to 6.5 mM cAMP; Potency, µM (highest dose often 154 µM), for the others: at the highest dose activation, usual class: activators; 360,000 tested, 0.073% active; note: potency is the fitted concentration of half-maximal effect; nearly all actives have a fitted effect of over 60% in size
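Normalized to 6.5 mM cAMP, activity reflects EPAC1-catalysed release of BODIPY-GDP from Rap1B, followed kinetically over 30 min at 480 nm excitation, 540 nm emission. Reaction contained 100 nM EPAC1, 250 nM Rap1B-BODIPY-GDP, 50 uM GDP.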
An asterisk follows results filed as active; ? = inconclusive; / = not tested or not shown; [ ] = another dose, or the depositor's remark. Unless noted, calls come from the whole dose curve; as a rule, active = well fitted curve in the direction sought with a large enough effect; inconclusive = small, poorly fitted or top-dose-only effect, or another doubt; inactive = no such curve, though single readings can be large; an effect the other way counts as inactive or inconclusive. These rows are one share of the data, so the mix of outcomes need not match the whole.

canonical_smiles,EPAC1 ag,EPAC2 agonist,CCT chaperon mod,PLK1 PBD inh,WRN helicase inh,PI5P4K alpha inh,EPAC1 antag,IL-2 act
O=C(COc1cccc(NC(=O)c2cccs2)c1)c1ccc(F)cc1,2.8%,13.3%,-0.5,-4.9%,3.7%,-3.7,-6.8%,-3.2
CC(C)(C)C(=O)NC1(C(F)(F)F)N=C2SCCN2C1=O (centres undefined),1.8%,-2.7%,-2.2,3.7%,-5.7%,-0.8,-1.6%,0.3
O=C(c1cccs1)N(Cc1ccccn1)Cc1ccco1,6.1%,-4.1%,-2.7,-8.6%,6.6%,/,4.1%,1.3
CCOc1ccccc1CN1CCC(n2nccc2NC(=O)CCc2ccccc2)CC1,-4.8%,-7.6%,0.8,1.0%,-7.7%,7.1,12.4%,-0.7
COc1ccc(CNC(=O)[C@]2(C)CCC[C@@]3(C)C4CC[C@@]5(C)C[C@]4(CCC32)CC5=O)cc1 (some centres undefined),-3.4%,2.4%,-2.8,4.1%,-6.8%,11.5,-16.2%,-0.4
COc1ccc(OC)c2[nH]c(=O)c(CCNC(C)=O)cc12,-7.6%,9.6%,0.5,-0.7%,1.0%,-2.6,14.7%,-1.4
Cc1ccc(NC(=O)C(c2ccccc2)N2CCN(C(=O)c3ccco3)CC2)cc1Cl (centres undefined),1.6%,-1.2%,0.0,0.7%,4.2%,-1.0,-4.8%,-0.2
COc1ccc(C(=O)NC(=O)CSc2nnc(-c3ccco3)n2-c2ccccc2)cc1,-20.7%,1.4%,-3.3,-12.5%,-30.2%,-6.1,-10.9%,2.7
Cc1cc(=O)oc(C)c1C(=O)NCCCN1CCN(c2ccccc2F)CC1,-5.8%,1.6%,-1.7,-7.3%,5.2%,/,6.0%,-2.0
CCOC(=O)/C(=N\Nc1ccc(Cl)cc1)c1csc(Nc2ccccc2)n1,19.9%,13.9%,-3.0,-3.3%,-6.8%[57.1 µM],2.9,-8.2%,1.4
Cc1cc(NC(=O)C(C)SCC(=O)OCc2ccc(Cl)cc2Cl)no1 (centres undefined),6.6%,20.1%,0.9,-10.9%,1.3%,5.5,-12.1%,1.1
COCCN1C(=NCCCOC(C)C)N[C@@H](c2ccccc2)C(C(=O)OC)=C1C,-3.9%,3.8%,0.1,-4.9%,-28.9%,-4.6,1.2%,-2.3

Two compounds drawn at random from the list so far, as already listed:
canonical_smiles,EPAC1 ag,EPAC2 agonist,CCT chaperon mod,PLK1 PBD inh,WRN helicase inh,PI5P4K alpha inh,EPAC1 antag,IL-2 act
Cc1cc(NC(=O)C(C)SCC(=O)OCc2ccc(Cl)cc2Cl)no1 (centres undefined),6.6%,20.1%,0.9,-10.9%,1.3%,5.5,-12.1%,1.1
CC(C)(C)C(=O)NC1(C(F)(F)F)N=C2SCCN2C1=O (centres undefined),1.8%,-2.7%,-2.2,3.7%,-5.7%,-0.8,-1.6%,0.3

The list continues:
canonical_smiles,EPAC1 ag,EPAC2 agonist,CCT chaperon mod,PLK1 PBD inh,WRN helicase inh,PI5P4K alpha inh,EPAC1 antag,IL-2 act
CN(C(=O)c1cccc(NC(=O)Cc2cccc(NC(=O)C3CCN(C(=O)C4CCC4)CC3)c2)c1)C1CC1,-3.5%,10.4%,-3.3,-11.6%,-1.6%,-0.9,-0.2%,0.2
Cn1c(=O)n(C)c2cc([N+](=O)[O-])c(N3CCN(S(=O)(=O)c4ccc(C(C)(C)C)cc4)CC3)cc21,8.2%,5.2%,-1.9,-5.8%,-8.9%,/,11.0%,2.2
FC(F)(F)Oc1ccccc1C(c1nnnn1C1CCCCC1)N1CCN(C/C=C/c2ccccc2)CC1 (centres undefined),-14.9%,1.0%,-0.3,-10.7%,-9.0%,4.8,-35.5%,-0.6
CCn1c(C)c(C)c2cc(C(=O)N3CCc4ccccc4C3)ccc21,13.7%,17.4%,2.4,-9.7%,-14.1%,1.1,-20.1%,0.1
Cc1ccc(NC(=O)CN2C(=O)S/C(=C/c3ccc(-c4cc(C(=O)O)ccc4C)o3)C2=O)cc1C,0.0%,-14.1%,-7.3,?,22.4µM*,/,?,-1.7
C[C@@]12C(=O)N(Cc3ccccc3)CC(=O)N1[C@H]1c3cc(Cl)ccc3OC[C@@H]1[C@@H]2c1ccccc1,-10.8%,10.9%,-2.2,-10.5%,-10.2%,-4.5,3.9%,-2.2
CCN(CC)C(=O)c1sc2nc(-c3cccs3)cc(-c3ccc(Cl)cc3)c2c1N,?,-11.3%,-0.1,?,-11.2%,-6.9,17.0%,2.8
O=C(CN1C(=O)/C(=C\c2ccc(F)cc2)Oc2ccccc21)NCc1ccco1,-0.5%,-1.5%,0.1,-6.1%,-1.9%,-0.1,5.8%,-2.7
COc1ccc(NC(=S)NC2CCCCC2)c(OC)c1,4.7%,12.0%,-5.1,-19.4%,-1.3%,-3.9,-2.8%,0.2
Cc1ccc(-c2noc(-c3cc4ccccc4oc3=O)n2)cc1,-9.4%,2.6%,-4.1,-1.7%,-0.6%,5.7,-5.1%,0.3
Cc1cccc(OCC(=O)N/N=C/CC(C)c2ccccc2)c1C (centres undefined),9.8%,16.9%,-4.2,3.6%,-14.9%,-2.5,?,-4.3
CCc1c(C)sc(NC(=O)c2cc(-c3ccc(OC)c(OC)c3)on2)c1C#N,1.3%,-3.2%,-3.1,-12.8%,-13.6%,0.5,-5.7%,1.9
COc1ccc(S(=O)(=O)N2CCCCCC2)cc1C(=O)N(C)Cc1ccco1,1.2%,-0.1%,-0.7,-4.9%,-3.6%,12.6,16.8%,-2.5
CCCOc1ccc([N+](=O)[O-])c(N)c1,14.0%,-2.5%,-14.1,1.4%,-13.5%[57.1 µM],2.8,6.0%,-0.5
CCCc1cc(C(=O)Nc2cccnc2Cl)no1,8.0%,2.4%,-1.1,-12.4%,2.7%,-3.0,-2.1%,-2.3
N/C(=N\OC(=O)c1ccc2c(c1)OCO2)c1cccc([N+](=O)[O-])c1,3.4%,0.3%,-0.2,-7.6%,-18.0%,-3.3,5.5%,-4.3
c1cnc2c(OCc3nc4ccccc4[nH]3)cccc2c1,-0.4%,5.5%,-7.6,-4.3%,6.5%[57.1 µM],/,-1.0%,0.2
COc1ccc(C(C(=O)NCC2CCCO2)N(C(=O)CNC(=O)c2cccs2)c2ccccc2)cc1OC (centres undefined),6.7%,10.9%,-0.1,-12.8%,2.3%,-2.2,11.5%,-0.4
CC[n+]1c(/C=C(\C)OC)sc2ccccc21,2.1%,1.5%,-0.1,6.8%,0.0%,1.1,-21.0%,-2.9
CCOC(=O)c1c(C(=O)OCC)c(C)n(CCc2ccccc2)c1C,-5.4%,10.6%,-1.9,0.5%,-8.5%,5.3,-2.5%,-1.5
COc1cc(S(=O)(=O)NCC2CCCO2)c(OC)cc1Cl (centres undefined),1.2%,8.1%,-0.9,-10.1%,-4.0%,2.4,-13.7%,0.3
O=C(Cn1cnc([N+](=O)[O-])c1)NCCc1ccccc1,-6.1%,2.2%,1.1,-1.4%,-7.6%[57.1 µM],-0.8,-26.9%,-1.3
Cn1c(=O)cc(SCC(=O)N2CCCC2)c2ccc(Cl)cc21,5.5%,5.3%,0.3,-10.1%,-2.6%,-0.1,2.7%,1.5
O=C(Nc1ccc2c(c1)Cc1cc([N+](=O)[O-])ccc1-2)C(F)(F)F,3.1%,1.4%,-0.9,-11.4%,-25.7%,-13.8,-12.5%,-0.2
Cc1ccc2[nH]c(C(=O)N3CCOCC3)cc2c1,2.0%,2.4%,2.5,-14.4%,-25.9%,3.5,-3.4%,-1.0
COc1cc(C2C(=O)N(C3CCCC3)CC(=O)N2Cc2ccco2)ccc1OC(C)C (centres undefined),12.8%,1.8%,-3.4,-3.7%,5.8%,/,4.3%,-1.2
O=C1N(Cc2cccnc2)C[C@@H]2C[C@@H](c3cccc(OC4CCCC4)c3)N3CCC[C@@]123,1.6%,0.0%,-50.9*,0.3%,-0.2%,0.1,-1.8%,-3.1
CC(C)c1ccc2[nH]c(O)c(N=NC(=O)c3cccc(S(=O)(=O)Nc4ccc(Cl)cc4)c3)c2c1,8.7%,0.3%,-7.8,-23.9%,-1.3%,10.6,-8.2%,0.1
O=C(COc1ccc(Br)cc1CNC1CCCCC1)NCCc1ccccc1,7.9%,3.5%,-0.1,-1.2%,1.2%,-1.3,-7.0%,-3.9
O=C(NCc1cccnc1)c1ccccc1NS(=O)(=O)c1ccc(F)cc1,9.9%,2.2%,0.4,-5.2%,?,1.7,-7.2%,-3.2
Cc1ccc2nc(N/N=C/c3ccco3)cc(C)c2c1,-3.5%,9.8%,-0.6,0.7%,-22.0%,-3.3,-21.5%,3.0
C=CCN1C(=O)C(CC(=O)O)SC1=Nc1c(C)n(C)n(-c2ccccc2)c1=O (centres undefined),3.9%,6.2%,-4.0,-1.1%,-3.3%,17.6,-18.8%,1.4
O=C(Nc1ccccc1-c1nnn(CC(=O)N2CCCc3ccccc32)n1)c1ccc(Cl)cc1,-1.9%,4.1%,-1.3,-4.5%,15.7%,-0.8,8.3%,-3.2
CCN(CC)c1ccc(/C=N/Nc2ccc(C)cc2)c(O)c1,-7.1%,-8.1%,-0.2,?,-10.4%,8.2,7.9%,0.2
O=C(c1c(F)cccc1F)N1CCC(n2nnc3cc(C(F)(F)F)ccc32)CC1,-9.7%,-2.5%,3.6,5.1%,-8.7%,6.5,-4.4%,-2.5
CCCc1nc2ccccc2n1Cc1ccccc1OC,-2.6%,14.2%,-1.6,-15.8%,3.3%,-1.7,-27.7%,1.8
CN(C)c1ccc(/C=N/NC(=O)c2cc(-c3ccc4c(c3)OCO4)n[nH]2)cc1,-6.4%,-2.2%,-7.1,-8.5%,-27.3%,-21.1,-7.5%,1.1
CCc1c(O)nc(SCC(=O)N(CC)CC)[nH]c1=O,2.4%,1.7%,0.6,-0.8%,-8.1%,5.3,6.0%,4.6
COc1ccc(/C(C)=N/N=C(N)N)c(OC)c1,3.8%,4.3%,0.3,-7.9%,-3.0%,1.4,0.6%,-3.4

Complete entries, looked up by structure. Order of screens: EPAC1 ag | EPAC2 agonist | CCT chaperon mod | PLK1 PBD inh | WRN helicase inh | PI5P4K alpha inh | EPAC1 antag | IL-2 act
`COc1ccc(CNC(=O)[C@]2(C)CCC[C@@]3(C)C4CC[C@@]5(C)C[C@]4(CCC32)CC5=O)cc1` (some centres undefined) across the screens: -3.4% | 2.4% | -2.8 | 4.1% | -6.8% | 11.5 | -16.2% | -0.4
`CC(C)c1ccc2[nH]c(O)c(N=NC(=O)c3cccc(S(=O)(=O)Nc4ccc(Cl)cc4)c3)c2c1` across the screens: 8.7% | 0.3% | -7.8 | -23.9% | -1.3% | 10.6 | -8.2% | 0.1
